Bioassay records deposited in PubChem by Broad Institute.
BioA inh – BioA (M. tuberculosis) enzyme inhibition; actives 0.096% (n = 360,000); purified M. tuberculosis BioA enzyme, plate reader; AID 602481; inhibition, % at 9.99 µM; in the data active = inhibition above about 40%
Numbers without * were called inactive. Only part of the results is shown (hit frequency here may not be typical).

> CC(=O)N(C)C[C@H]1Oc2ncc(-c3ccc(C(=O)N(C)C)cc3)cc2C(=O)N([C@@H](C)CO)C[C@@H]1C
  BioA inh: -3.4

> O=C(NCC[C@@H]1CC[C@@H](NS(=O)(=O)c2cccc(F)c2)[C@H](CO)O1)c1cnccn1
  BioA inh: -2.1

> CO[C@@H]1CN(C)C(=O)c2ccc(NS(=O)(=O)c3ccccc3)cc2OC[C@H](C)NC[C@@H]1C
  BioA inh: 0.5

> COc1ccccc1CN1C[C@@H](C)[C@@H](OC)CN(C)C(=O)c2ccc(NC(C)=O)cc2OC[C@@H]1C
  BioA inh: 0.0

> CC(C)CC#Cc1cnc2c(c1)C(=O)N([C@@H](C)CO)C[C@H](C)[C@@H](CN(C)C(=O)c1cnccn1)O2
  BioA inh: -3.1

> Cc1ccc(S(=O)(=O)N(C)C[C@@H]2OCCCC[C@H](C)Oc3ccc(NC(=O)NC(C)C)cc3C(=O)N([C@@H](C)CO)C[C@H]2C)cc1
  BioA inh: -0.2

> CO[C@@H]1CN(C)C(=O)c2ccc(NS(C)(=O)=O)cc2OC[C@H](C)N(C)C[C@H]1C
  BioA inh: -2.6

> CO[C@@H]1CN(C)C(=O)c2ccc(NC(=O)C3CCC3)cc2OC[C@H](C)N(C)C[C@H]1C
  BioA inh: 1.5

> C[C@H]1CN([C@@H](C)CO)C(=O)c2cc(NS(C)(=O)=O)ccc2O[C@@H]1CN(C)Cc1ccc2c(c1)OCO2
  BioA inh: 0.7

> COCCNC(=O)C[C@H]1C[C@@H]2c3cc(NC(=O)c4ccc5c(c4)OCO5)ccc3O[C@@H]2[C@H](CO)O1
  BioA inh: 0.0

> COCCNC(=O)C[C@H]1C[C@@H]2c3cc(NC(=O)NC4CCCCC4)ccc3O[C@@H]2[C@H](CO)O1
  BioA inh: -0.2

> C[C@H]1CN([C@@H](C)CO)C(=O)Cc2cc(NC(=O)CCCN(C)C)ccc2O[C@@H]1CN(C)S(=O)(=O)c1cccs1
  BioA inh: -0.7

> C[C@H](CO)N1C[C@H](C)[C@@H](CN(C)C(=O)Cc2ccccc2)Oc2cc(C#CC3(O)CCCC3)ccc2S1(=O)=O
  BioA inh: 18

> CCCC(=O)Nc1ccc2c(c1)C(=O)N(C)[C@H]1CC[C@@H](CC(=O)NCc3ccccc3)O[C@@H]1CO2
  BioA inh: 0.8

> O=C(C1CCOCC1)N1CC[C@@H]2[C@@H](CO)Nc3ccc(-c4cccc(F)c4)cc3[C@@H]21
  BioA inh: 35

> O=C(NC1CCCC1)[C@H]1[C@H](CO)[C@H]2Cn3c(cccc3=O)[C@@H]1N2Cc1cc(F)ccc1F
  BioA inh: -1.7

> COc1ccc(S(=O)(=O)Nc2ccc3c(c2)C(=O)N([C@H](C)CO)C[C@@H](C)[C@H](CN(C)S(=O)(=O)c2ccc(OC)cc2)OCCCC[C@H](C)O3)cc1
  BioA inh: -10.0

> CNC(=O)C[C@@H]1CC[C@@H]2[C@@H](COc3ccc(NC(=O)c4ccc(OC)cc4)cc3C(=O)N2C)O1
  BioA inh: 0.6

> Cc1ccc(S(=O)(=O)N[C@H]2CC[C@@H](CCn3cc(C(C)C)nn3)O[C@@H]2CO)cc1
  BioA inh: 0.8

> C[C@H]1CN([C@@H](C)CO)C(=O)c2cc(NC(=O)Nc3ccc(F)cc3)ccc2O[C@H]1CN(C)Cc1ccncc1
  BioA inh: 2.6

> COc1ccccc1-c1ccc2n(c1=O)C[C@H]1[C@H](CO)[C@@H](C(=O)N(C)C)N(C(=O)c3cccnc3)[C@@H]21
  BioA inh: -1.3

> COC(=O)C[C@@H]1C=C[C@@H](NC(=O)c2ccccc2)[C@H](CO)O1
  BioA inh: 2.1

> COCC#Cc1cnc2c(c1)C(=O)N([C@H](C)CO)C[C@H](C)[C@@H](CN(C)S(C)(=O)=O)O2
  BioA inh: -2.9

> O=C(C[C@@H]1CC[C@@H](NC(=O)Nc2ccccc2)[C@@H](CO)O1)NCc1cccc(F)c1
  BioA inh: -1.8

> C/C=C/c1ccc([C@H]2[C@@H](CO)N(C(C)=O)[C@H]2CNC(=O)c2ccncc2)cc1
  BioA inh: 5.1

Four records picked at random from the list so far:
> C[C@H]1CN([C@@H](C)CO)C(=O)c2cc(NC(=O)Nc3ccc(F)cc3)ccc2O[C@H]1CN(C)Cc1ccncc1
  BioA inh: 2.6

> CNC(=O)C[C@@H]1CC[C@@H]2[C@@H](COc3ccc(NC(=O)c4ccc(OC)cc4)cc3C(=O)N2C)O1
  BioA inh: 0.6

> COCC#Cc1cnc2c(c1)C(=O)N([C@H](C)CO)C[C@H](C)[C@@H](CN(C)S(C)(=O)=O)O2
  BioA inh: -2.9

> COCCNC(=O)C[C@H]1C[C@@H]2c3cc(NC(=O)NC4CCCCC4)ccc3O[C@@H]2[C@H](CO)O1
  BioA inh: -0.2

Following part
> Cc1noc(C)c1NC(=O)N[C@H]1CC[C@H](CC(=O)NCc2ccc(Cl)c(Cl)c2)O[C@@H]1CO
  BioA inh: 3.8

> COc1ccc(-c2ccc3n(c2=O)C[C@H]2[C@H](CO)[C@@H](C(=O)N(C)C)N(CC4CC4)[C@@H]32)cc1
  BioA inh: -0.4

> CCCNC(=O)C[C@H]1CC[C@H]2[C@@H](COC[C@H](O)CN2C(=O)Nc2ccc3c(c2)OCO3)O1
  BioA inh: 0.5

> C[C@@H]1CCCCO[C@@H](CN(C)C(=O)c2ccccc2)[C@H](C)CN([C@@H](C)CO)C(=O)c2cc(NC(=O)CCC(F)(F)F)ccc2O1
  BioA inh: -0.1

> C[C@H](CO)N1C[C@H](C)[C@H](CN(C)S(=O)(=O)c2ccc(F)cc2)Oc2ccc(NC(=O)Nc3ccccc3)cc2CC1=O
  BioA inh: -2.8

> CN1CCN(C(=O)C[C@H]2CC[C@H](NS(=O)(=O)c3cccc(F)c3)[C@@H](CO)O2)CC1
  BioA inh: -3.3

> Cc1noc(C)c1NC(=O)Nc1ccc2c(c1)C(=O)N([C@H](C)CO)C[C@H](C)[C@H](CN(C)C(=O)c1ccccc1)OCCCC[C@H](C)O2
  BioA inh: -0.3

> CCC(=O)Nc1ccc2c(c1)OC[C@@H](C)N(C(=O)C1CC1)C[C@@H](C)[C@@H](OC)CN(C)C2=O
  BioA inh: 0.3

> COC(=O)[C@H]1[C@H](CO)[C@H]2Cn3c(ccc(C4=CCCCC4)c3=O)[C@H]2N1C(=O)c1ccccc1F
  BioA inh: 0.4

> C[C@H](CO)N1C[C@H](C)[C@H](CN(C)S(C)(=O)=O)Oc2ncc(C#CC3CC3)cc2C1=O
  BioA inh: 0.2

> O=C(C[C@H]1CC[C@@H](NC(=O)C2CCC2)[C@H](CO)O1)NC1CCC1
  BioA inh: 1.8

> C[C@@H]1CN([C@@H](C)CO)S(=O)(=O)c2ccc(C#Cc3ccncc3)cc2O[C@H]1CN(C)C(=O)c1ccncc1
  BioA inh: 1.0

> CCNC(=O)C[C@@H]1CC[C@H]2[C@@H](COc3ccc(NC(=O)c4ccccc4Cl)cc3C(=O)N2C)O1
  BioA inh: 0.5

> COc1ccc(NC(=O)Nc2ccc3c(c2)C(=O)N([C@@H](C)CO)C[C@@H](C)[C@@H](CN(C)C(=O)CCCN(C)C)OCCCC[C@H](C)O3)cc1
  BioA inh: -3.8

> CN(C)C(=O)C[C@@H]1CC[C@H](NC(=O)C2CC2)[C@H](CO)O1
  BioA inh: -1.9

> C[C@@H]1CN([C@H](C)CO)C(=O)Cc2cc(NS(=O)(=O)c3ccc(F)cc3)ccc2O[C@@H]1CN(C)S(=O)(=O)c1ccc(Cl)cc1
  BioA inh: -8.7

> O=C(Nc1ccccc1F)N1CCCCN2[C@H](C1)[C@H](c1ccc(C3=CCCCC3)cc1)[C@@H]2CO
  BioA inh: -1.1

> CCCC(O)C#Cc1cnc2c(c1)C(=O)N([C@H](C)CO)C[C@H](C)[C@H](CN(C)C(=O)Nc1c(C)noc1C)O2 (stereo not given in full)
  BioA inh: -0.4

> C[C@@H]1CN([C@@H](C)CO)S(=O)(=O)c2ccc(-c3ccccc3)cc2O[C@@H]1CN(C)S(C)(=O)=O
  BioA inh: -0.1

> C[C@@H]1CCCCO[C@@H](CN(C)Cc2ccncc2)[C@@H](C)CN([C@@H](C)CO)C(=O)c2cc(NC(=O)c3ccncc3)ccc2O1
  BioA inh: 6.4

> CO[C@@H]1CN(C)C(=O)c2cc(NC(=O)Nc3ccccc3Cl)ccc2OC[C@@H](C)NC[C@@H]1C
  BioA inh: 1.7

> O=C(NCC1CC1)[C@@H]1[C@@H](CO)[C@@H]2Cn3c(ccc(-c4cccnc4)c3=O)[C@H]1N2C(=O)C1CCCCC1
  BioA inh: 0.3

> COc1ccc(C#Cc2ccc3c(c2)O[C@@H](CN(C)C)[C@@H](C)CN([C@@H](C)CO)S3(=O)=O)cc1
  BioA inh: -1.5

> Cc1ccc(S(=O)(=O)N[C@H]2C=C[C@H](CC(=O)NCc3ccc(Cl)c(Cl)c3)O[C@H]2CO)cc1
  BioA inh: -1.8

> C[C@@H]1CN([C@H](C)CO)C(=O)c2cc(C#CCC3CCCC3)cnc2O[C@H]1CN(C)C(=O)CC1CC1
  BioA inh: -0.3

> COc1ccc(S(=O)(=O)Nc2ccc3c(c2)C(=O)N([C@H](C)CO)C[C@H](C)[C@@H](CN(C)C(=O)c2ccccc2)OCCCC[C@@H](C)O3)cc1
  BioA inh: -0.4

> O=C(C[C@H]1CC[C@@H]2[C@H](COC[C@H](O)CN2S(=O)(=O)c2ccc(F)cc2)O1)NCc1ccc(Cl)c(Cl)c1
  BioA inh: -0.1

> C[C@H]1CN([C@@H](C)CO)C(=O)Cc2cc(NC(=O)NC3CCCCC3)ccc2O[C@@H]1CN(C)S(=O)(=O)c1ccc(F)cc1
  BioA inh: -1.7

> CCCN1[C@@H]2Cn3c(ccc(C4=CCCC4)c3=O)[C@H]1[C@@H](C(=O)NCc1ccccn1)[C@@H]2CO
  BioA inh: -1.9

> Cc1ccc(S(=O)(=O)Nc2ccc3c(c2)C(=O)N([C@@H](C)CO)C[C@H](C)[C@@H](CN(C)Cc2ccncc2)OCCCC[C@H](C)O3)cc1
  BioA inh: 0.8

> C[C@H](CO)N1C[C@H](C)[C@@H](CN(C)C(=O)CCCN(C)C)OCCCC[C@H](C)Oc2ccc(NC(=O)NC3CCCCC3)cc2C1=O
  BioA inh: 4.4

> O=C(C[C@@H]1CC[C@H]2[C@@H](COC[C@H](O)CN2C(=O)Nc2cccc(F)c2)O1)NCc1ccccc1Cl
  BioA inh: 0.0

> CCCNC(=O)C[C@@H]1CC[C@H]2[C@@H](COC[C@H](O)CN2Cc2ccccc2F)O1
  BioA inh: 0.0

> Cc1noc(C)c1C(=O)N(C)C[C@@H]1OCc2ccccc2-c2ccccc2C(=O)N([C@@H](C)CO)C[C@H]1C
  BioA inh: -2.6

> Cc1noc(C)c1NC(=O)N(C)C[C@@H]1Oc2ccc(NC(=O)C3CCCCC3)cc2CC(=O)N([C@@H](C)CO)C[C@H]1C
  BioA inh: 1.2

> C/C=C/c1ccc2c(c1)O[C@@H](CN(C)C(=O)Cc1ccccn1)[C@@H](C)CN([C@H](C)CO)S2(=O)=O
  BioA inh: 12

> COCC#Cc1ccc([C@H]2[C@@H](CO)N3CCCCN(C(=O)CN(C)C)C[C@@H]23)cc1
  BioA inh: 0.4

> CCC(=O)N1[C@H](CO)[C@@H](c2ccccc2)[C@@H]1CN(CC)C(=O)c1ccccc1
  BioA inh: 4.3

> CN1c2ccc(-c3cccc(C#N)c3)cc2[C@@H]2[C@@H](CCN2C(=O)CC2CC2)[C@H]1CO
  BioA inh: 15

> CCNC(=O)C[C@@H]1C=C[C@@H](NS(=O)(=O)c2ccc(C)cc2)[C@@H](CO)O1
  BioA inh: 1.9

> CO[C@@H]1CN(C)C(=O)c2ccc(NC(=O)Nc3cccc(F)c3)cc2OC[C@H](C)N(C)C[C@H]1C
  BioA inh: -1.0

> COc1cccc(NC(=O)Nc2ccc3c(c2)C(=O)N(C)[C@@H]2CC[C@@H](CC(=O)NCCc4ccccc4)O[C@H]2CO3)c1
  BioA inh: 2.5

> CC(=O)N1[C@H](CO)[C@H]2c3ccccc3N(S(=O)(=O)c3cccc(C)c3)C[C@H]21
  BioA inh: -0.4

> COc1ccc(NC(=O)Nc2ccc3c(c2)C(=O)N([C@H](C)CO)C[C@H](C)[C@@H](CN(C)S(=O)(=O)c2ccc(C)cc2)OCCCC[C@@H](C)O3)cc1
  BioA inh: -5.1

> CO[C@@H]1CN(C)C(=O)c2cc(NS(=O)(=O)c3cn(C)cn3)ccc2OC[C@@H](C)N(Cc2cccc(F)c2)C[C@H]1C
  BioA inh: 0.8

> CN1C(=O)c2cc(NC(=O)C3CCOCC3)ccc2OC[C@H]2O[C@@H](CC(=O)O)CC[C@H]21
  BioA inh: -0.5

> COc1ccc(C#Cc2ccc([C@@H]3[C@H](CO)N4CCCCN(C(=O)c5ccncc5)C[C@@H]34)cc2)cc1
  BioA inh: -0.7

> COc1ccc(NC(=O)Nc2ccc3c(c2)C(=O)N([C@@H](C)CO)C[C@@H](C)[C@@H](CN(C)C)O3)cc1
  BioA inh: 1.0

> CO[C@@H](CN(C)C(=O)c1ccccc1F)[C@H](C)CN([C@H](C)CO)S(=O)(=O)c1ccc(F)cc1
  BioA inh: -1.3

> C[C@@H]1CN([C@@H](C)CO)C(=O)c2cc(NC(=O)CCN3CCOCC3)ccc2O[C@H]1CN(C)S(=O)(=O)c1cccs1
  BioA inh: 2.3

> C[C@H]1CN([C@@H](C)CO)C(=O)c2cc(NC(=O)Nc3cccc4ccccc34)ccc2O[C@@H]1CN(C)C
  BioA inh: -0.3

> C[C@@H]1CN([C@H](C)CO)C(=O)c2cc(-c3cccc(F)c3)cnc2O[C@H]1CN(C)Cc1cncnc1
  BioA inh: 0.2

> COc1ccc(NC(=O)N(C)C[C@@H]2Oc3c(NS(C)(=O)=O)cccc3C(=O)N([C@@H](C)CO)C[C@@H]2C)cc1
  BioA inh: 0.7

> C[C@@H]1CN([C@H](C)CO)C(=O)c2cc(-c3ccncc3)cnc2O[C@@H]1CN(C)C(=O)Cc1cccnc1
  BioA inh: 1.4

> O=C(N[C@H]1CC[C@H](CCNS(=O)(=O)c2ccc(F)cc2)O[C@@H]1CO)C1CCCC1
  BioA inh: 4.1

> C[C@@H]1CN([C@H](C)CO)C(=O)c2cccc(NS(=O)(=O)c3cccs3)c2O[C@H]1CN(C)Cc1ccc(C(F)(F)F)cc1
  BioA inh: -4.4

> COc1cccc(CNC(=O)C[C@@H]2C=C[C@@H](NC(=O)C3CCC3)[C@@H](CO)O2)c1
  BioA inh: 0.2

> C[C@H](CO)N1C[C@H](C)[C@@H](CN(C)S(=O)(=O)c2ccc(F)cc2)Oc2cc(C3=CCCCC3)ccc2S1(=O)=O
  BioA inh: -0.3
